# From PubChem BioAssay
# RTF Ca sens inh: cardiac RTF calcium desensitization; inhibition, % at 7.15 µM; hit rate 0.12% among 340,000; IANBD-labeled cardiac RTF, Ca2+ fluorescence; P19429+P45379;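 active = inhibition above the mean inhibition of all tested compounds plus 3 SD, cut at about 17% in these data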;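 note: assay run at fixed EC70 calcium of 1.6 mM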
# Rtt109 HAT inh: C. albicans Rtt109 histone acetyltransferase inhibition | purified Rtt109/Vps75, ThioGlo CoA-SH fluorescence, 4 h | inhibition, % at 34.9 µM | Q5AAJ8 | hit rate 0.16% among 330,000;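 active = inhibition of at least 50% in every replicate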
# Keap1-Nrf2 PPI: inhibitors of human Keap1-Nrf2 protein-protein interaction; Q14145; Keap1 Kelch-Nrf2 peptide fluorescence polarization, 1536-well; inhibition, % at 9.4 µM; hit rate 0.15% among 340,000; in the data active = inhibition above about 12%;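 note: human Keap1 Kelch domain with fluorescein labeled Nrf2 9mer peptide probe; 0% = neutral control wells and 100% = peptide positive control; higher means more block of Keap1 binding to Nrf2 peptide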
# cardiac RTF act: cardiac RTF calcium sensitization | P19429+P45379 | IANBD-labeled TnC RTF fluorescence at EC20 calcium; 0% EC20 calcium, 100% full calcium | activation, % at 7.2 µM | hit rate 0.24% among 340,000 | AID 493008;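 active = activation above the mean over all tested compounds plus 3 SD, cut at about 30% in these data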;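 note: rise in fluorescence read as greater calcium sensitivity of cardiac thin filaments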
# CAL PDZ FP-1: blocks peptide binding to the human CAL PDZ domain | Q9HD26 | purified CAL PDZ, TMR-peptide fluorescence polarization, 1 h | inhibition, % at 24.9 µM | hit rate 0.92% among 300,000 | AID 602252;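 active = mean inhibition of at least 30% with at least half of replicates also reaching 30%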;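 note: 0% = DMSO neutral control and 100% = excess unlabeled competitor peptide PRC23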
# C-LANA FP: KSHV C-LANA DNA binding inhibition | MBP-C-LANA/FAM-LBS DNA binding, fluorescence polarization | inhibition, % at 9 µM | hit rate 0.078% among 340,000;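 active = highest replicate inhibition at or above 60% at 9 µM, even if other replicates fall short; inactive = all replicates below 60% inhibition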;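 note: 0% = neutral control wells and 100% = 4 µM acridine orange control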
# CAL PDZ FP-2: blocks peptide binding to human CAL PDZ domain; inhibition, % at 20 µM; Q9HD26; hit rate 0.02% among 330,000; purified CAL PDZ, TMR-peptide fluorescence polarization, 1 h; AID 504414;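 active = highest replicate inhibition of at least 40%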;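 note: plate controls were DMSO neutral control wells for no effect and unlabeled competitor peptide control wells for full effect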
#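 material = purified tagged CAL PDZ domain construct (CerCALP) | buffer or medium = sodium phosphate/NaCl buffer pH 7.4 with TCEP, IgG, Thesit | reagent = TMR-labelled reporter peptide T*-PRC34 bound in PDZ groove | incubation = 1 h room-temperature incubation prior to read | measured by = fluorescence polarization (mP) | evaluation = percent inhibition from loss of millipolarization | control set = unlabelled peptide and DMSO controls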
# SR-BI DiI-HDL act: enhances SR-BI lipid uptake from DiI-HDL | CHO ldlA[mSR-BI] cells, DiI-HDL uptake fluorescence, 3 h; 100 = double the neutral-control signal | activation, % at 12.5 µM | hit rate 0.096% among 320,000;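 active = mean replicate activation of at least 60% and every replicate at or above 60%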;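 note: 0% = median plate neutral-control signal and 100% = twice that signal; values of inactives mirror those of a sister screen read the other way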
#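 Material: SR-BI-overexpressing, LDLR-lacking CHO cells; schedule: compound exposure 3 h, 37 °C; reagent: DiI-labelled HDL at 10 µg/mL final; technique: bottom-read fluorescence, 550/595 nm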
# PKA-R2B activ: activators of human PKA-R2B complex; hit rate 0.079% among 340,000; activation, % at 11.4 µM; PKA-R2B holoenzyme dissociation, Cy5-IP20 fluorescence polarization; R2B truncated from residue 108, S112A mutant; 0% DMSO only, 100% 113 µM cGMP; AID 504700; P22694+P31323;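 active = activation above a cutoff set at the mean over all compounds plus 3 SD, cut at about 18% in these data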;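 note: higher means more holoenzyme dissociation and a rise in polarization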
# Target sequence (P31323 whole entry, looked up, other chains not shown, the tested form may be a part): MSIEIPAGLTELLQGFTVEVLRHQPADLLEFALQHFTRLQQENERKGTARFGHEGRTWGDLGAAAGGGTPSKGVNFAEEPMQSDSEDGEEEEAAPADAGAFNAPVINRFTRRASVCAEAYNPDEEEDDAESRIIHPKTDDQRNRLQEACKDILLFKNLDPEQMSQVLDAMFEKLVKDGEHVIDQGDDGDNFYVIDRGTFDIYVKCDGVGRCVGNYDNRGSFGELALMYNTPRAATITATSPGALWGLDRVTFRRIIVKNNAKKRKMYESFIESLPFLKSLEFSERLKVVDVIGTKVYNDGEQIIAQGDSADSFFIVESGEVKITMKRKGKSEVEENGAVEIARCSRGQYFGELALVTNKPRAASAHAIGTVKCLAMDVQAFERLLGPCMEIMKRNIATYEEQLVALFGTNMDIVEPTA
# DAGLB inh: blocks human DAGLB lipase activity. inhibition, % at 5.17 µM. Q8NCG7. HEK293T DAGLB membrane lysate, EnzChek fluorogenic substrate. hit rate 0.059% among 340,000; in the data active = inhibition above about 34%;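 note: 0% = enzyme with vehicle and 100% = wells lacking enzyme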
# Target sequence (Q8NCG7 whole entry, looked up): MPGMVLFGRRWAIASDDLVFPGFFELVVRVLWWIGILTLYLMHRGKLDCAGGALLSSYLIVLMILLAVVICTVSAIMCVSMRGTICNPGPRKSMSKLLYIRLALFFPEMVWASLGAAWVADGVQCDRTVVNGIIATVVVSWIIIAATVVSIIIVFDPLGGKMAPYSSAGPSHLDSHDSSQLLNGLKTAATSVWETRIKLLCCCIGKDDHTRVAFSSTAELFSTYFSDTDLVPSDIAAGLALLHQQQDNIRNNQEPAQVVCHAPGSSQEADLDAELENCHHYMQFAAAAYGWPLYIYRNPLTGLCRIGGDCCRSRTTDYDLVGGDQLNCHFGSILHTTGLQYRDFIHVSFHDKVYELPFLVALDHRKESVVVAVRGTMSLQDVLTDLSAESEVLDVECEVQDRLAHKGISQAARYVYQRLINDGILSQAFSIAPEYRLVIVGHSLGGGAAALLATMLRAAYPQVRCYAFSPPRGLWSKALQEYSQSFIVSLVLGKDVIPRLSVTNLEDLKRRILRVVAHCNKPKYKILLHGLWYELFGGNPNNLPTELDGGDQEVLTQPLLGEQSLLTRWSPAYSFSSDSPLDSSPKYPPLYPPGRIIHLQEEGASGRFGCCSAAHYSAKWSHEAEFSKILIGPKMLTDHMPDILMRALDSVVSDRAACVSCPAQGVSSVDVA
# An asterisk follows results filed as active; x = no result given. An unsorted share of the library; 1.6% or so of the library scored in one or more.
SMILES,RTF Ca sens inh,Rtt109 HAT inh,Keap1-Nrf2 PPI,cardiac RTF act,CAL PDZ FP-1,C-LANA FP,CAL PDZ FP-2,SR-BI DiI-HDL act,PKA-R2B activ,DAGLB inh
CN1CC(c2ccccc2)C2(COc3ccccc3C2=O)C12C(=O)Nc1ccccc12 (centres undefined),-1,17,-1,2,-6,-0.7,-0.9,1,-6,-6
Nc1ccc2nc(CCCCCCCCc3nc4ccc(N)cc4[nH]3)[nH]c2c1,4,2,-1,7,1,-0.1,-8.2,-7,-3,2
CCc1nn2c(NCCOC)cc(C)nc2c1-c1ccc(F)cc1,13,3,2,-4,-2,-0.4,-1.3,-21,-1,-6
O=C(NCc1ccco1)c1cc(S(=O)(=O)N2CCCc3ccccc32)ccc1Cl,1,13,-6,-1,-5,-1.7,-0.2,8,2,2
CCn1cc(C(=O)NCCc2ccccc2)c(=O)c2cc(F)c(N3CCN(C)CC3)cc21,-2,4,-4,-11,-2,-0.3,-2.4,-8,-1,-1
CCOC(=O)C1(CCc2ccccc2)CCN(C2Cc3ccccc3C2)CC1,-4,-1,-5,2,4,-0.2,-1.6,-16,-9,-3
COc1ccc([N+](=O)[O-])cc1NC(=O)CC(c1ccccc1)c1ccccc1,1,0,-2,1,-4,-1.2,-0.3,-57,-8,-1
O=C(COc1ccccc1)Nc1cccc2c1CCCC2,-8,-14,3,1,-6,0.2,-1.5,-9,2,-8
CCOC(=O)N1CCN(C(=O)C2CCN(Cc3cccc(OCc4ccccc4)c3)CC2)CC1,-9,3,6,6,1,0.7,-1.3,-20,-1,2
CCO[C@H]1OC(C(=O)NC2CC2)=C[C@@H](c2coc3ccccc3c2=O)[C@@H]1CCCO,6,13,3,-5,0,1.3,0.2,19,-13,1
CC(C)c1nc(Cl)c(C#N)c2c1CCCC2,7,x,-2,-7,0,-0.8,-2.2,7,5,-5
Cc1cccc(C)c1N1CCN(C(=O)Cn2cncn2)CC1,-4,6,-2,9,3,-1.3,0.4,13,-10,0
CCOc1ccc(C(C)=O)cc1COc1ccc(-c2nnco2)cc1,1,18,4,-5,-7,1.2,-1.9,-47,11,2
O=C(O)c1ccc(Nc2nc3c(s2)CCCC3)cc1,2,-1,4,-6,-3,2.1,-1.3,-9,8,0
Cc1ccc(CNc2cccnc2)cc1,-13,5,-4,16,-2,-1.6,-1.1,-7,5,-6
CC(=O)Nc1cc(NC(=O)C2C3C=CC(C3)C2C(=O)O)ccc1Cl (centres undefined),1,-4,-2,13,-1,0.1,x,-14,3,3
O=C(NC1CCCCCCC1)c1c(O)c2ccccc2[nH]c1=O,-15,-4,-3,6,x,-1.0,-4.3,20,7,2
CCN1C(=NCCCOC(C)C)N[C@@H](c2ccccc2)[C@H](C(=O)OC)[C@H]1C,-3,2,-3,-1,-2,1.8,0.1,13,-10,-4
CC(C)CN1CCC(=O)N(CCO)CC1,-8,-10,0,-4,0,3.4,-0.9,1,-5,-1
COc1ccc(S(=O)(=O)Nc2ccc(N3CCOCC3)cc2)cc1[N+](=O)[O-],-3,3,2,1,-3,-0.2,0.2,6,7,0
CC1=NN(C(N)=S)C(=O)C1N=Nc1cccc(Cl)c1 (centres undefined),-3,2,-2,0,1,0.7,0.1,-40,-5,8
CCOC(=O)C1Cn2c(nc3c(c2=O)C(C)(C)Cc2ccccc2-3)S1 (centres undefined),-7,-3,-7,9,x,1.0,0.2,-15,-2,-6
COc1ccc(CNS(=O)(=O)c2ccc(F)cc2Br)cc1,-2,-4,0,-2,-3,-1.7,-0.2,-18,-9,0
COc1ccc(S(=O)(=O)N2CCCC2CNC(=O)C(=O)NCc2ccccc2Cl)cc1 (centres undefined),8,5,-5,-2,x,-0.9,-0.8,-38,5,0
CCOc1cc2[nH]c(=S)n(Cc3ccc(C(=O)NCC(OC)OC)cc3)c(=O)c2cc1OCC,-4,2,-2,3,-1,-0.2,-1.4,-20,4,-2
O=C(Nc1cc(Cl)cc(Cl)c1)C1CCCC1,4,-3,-1,1,-4,0.8,-1.6,16,-1,-9
COc1ccc(-n2ncc3c2CC(C)(C)CC3NC(=O)CN2CCOC2=O)cc1 (centres undefined),-8,-12,2,3,-1,-0.8,-3.1,27,-8,0
FC(F)(F)c1nc(SCc2ccccc2)n[nH]1,-1,-4,-1,-2,x,-2.7,-0.2,10,-7,-6
COCCn1c(C)cc(C(=O)COC(=O)CNC(=O)c2ccccc2)c1C,-6,-6,-3,0,4,4.8,-0.2,30,-4,-1
CN(Cc1cccnc1)Cc1cn(Cc2ccccc2)nc1-c1ccc2c(c1)OCO2,-3,2,-5,-5,-2,-1.9,-1.6,-11,-10,-1
O=C(O)c1csc(-c2ccccc2)n1,-6,-1,3,2,1,0.5,0.3,6,1,-1
C(=C\c1nnc(-c2cccs2)o1)/c1ccccc1,4,41,-1,6,-2,0.1,-4.6,-4,-7,-12
COCCn1c(SCC(=O)N2CCCC2)nc2c([nH]c3ccccc32)c1=O,-10,1,-2,1,x,-1.5,-0.7,-3,-5,-1
CNc1cc(-n2nc(C)cc2-c2ccccc2)ncn1,-6,10,-2,-5,1,1.0,-1.3,-18,-16,0
O=C(Nc1ccccc1)O/N=C/c1ccc(F)cc1,-1,-11,-7,-3,-2,-2.8,-2.4,-13,-5,-3
COc1ccc(C)cc1Nc1n[n+](-c2ccccc2)c(-c2cccc(Cl)c2Cl)s1,-10,-6,-4,1,0,0.5,-1.2,-35,-4,-2
Cc1ccccc1C(=O)NC(=S)NCCc1ccccc1,0,-2,-3,-2,-1,-0.8,-0.2,-23,-10,-18
O=C(NC1CCCCC1)C(c1cccs1)N(C(=O)Cc1c[nH]c2ccccc12)c1ccc(F)cc1 (centres undefined),0,5,-7,-2,-2,-0.2,0.0,-13,-14,-2
Cc1ccc(-c2cc(C(=O)Nc3cnn(C(C)C)c3)no2)cc1,-20,-7,1,-8,1,-0.3,-1.3,-4,-1,-2
O=c1c2cn(Cc3ccccc3)c3ccccc3c-2nn1Cc1ccc(F)cc1Cl,-9,4,-2,-5,5,0.4,-1.0,6,-1,1
COc1ccc2c(CC(=O)NCCN3C(=O)S/C(=C\c4cccnc4)C3=O)coc2c1,-5,-5,0,-3,0,2.0,-0.6,-17,7,2
CCOc1ccc(C(=O)CN2CCN(S(=O)(=O)c3ccc(F)cc3)CC2)cc1,-1,-11,-9,2,-1,-1.4,-0.5,7,6,0
Cc1ccc(-c2nc(CS(=O)CC(=O)NCc3ccc(Cl)cc3)c(C)o2)cc1 (centres undefined),-6,3,-3,-2,-2,0.3,0.6,7,-1,1
Cc1nn(-c2ccccc2)c(Cl)c1C(=O)OC(C)C(=O)NC(=O)NC1CCCCC1 (centres undefined),-7,1,-5,-7,5,1.0,-1.2,-11,4,3
CC1CCc2nc3ccccc3c(C(=O)OCC(=O)N3CCc4ccccc43)c2C1 (centres undefined),0,2,5,-1,-2,-1.9,-1.0,-40,-2,-4
CSc1ccc(S(=O)(=O)N2CCC(C(=O)Nc3ccc(C(N)=O)cc3)CC2)cc1,-3,-6,0,2,-1,-1.2,-1.7,20,-3,-5
CCCOc1ccc(C(C)=O)cc1CSc1nc(O)cc(=O)[nH]1,2,15,-3,-1,-3,-1.2,-0.9,x,14,6
COc1ccc(CNC(=O)c2coc(=O)c3ccccc23)c(OC)c1,-1,-7,-2,-3,-5,1.7,13,1,-5,-2
CCOC(=O)c1c(C)[nH]c(C)c1C(=O)COC(=O)[C@@H]1CCCN1S(=O)(=O)c1ccc(Cl)cc1,-4,3,3,0,-3,0.5,0.1,-11,-6,-3
Cc1cc(NC(=O)CSc2nnc(-c3ccccc3F)n2N)no1,0,-4,2,-2,-2,0.9,-0.8,18,2,0
COc1cc2ccccc2nn1,-5,-8,1,6,-8,0.6,-0.6,27,-11,-1
Cc1[nH]c2ccc(-c3n[nH]c(=S)n3-c3ccccc3)cc2c1C,-4,0,5,-5,-2,1.1,0.4,-11,-9,5
O=C(OCC(=O)N1CCN(c2ccccc2)CC1)c1ccc2ccccc2n1,-9,-2,3,4,x,-2.9,-2.8,3,3,1
CCN(CC)C(=O)N(CC)Cc1ccccc1,-2,-6,2,-8,3,-0.5,-0.8,9,-9,-1
CN(C(=O)CSc1nnc(CN2CCCC2)n1Cc1ccccc1)c1ccccc1,-4,4,-1,5,x,-0.9,-1.2,3,-3,1
c1cncc(-c2csc(-c3cccnc3)n2)c1,3,-3,-7,4,-7,1.4,0.1,15,3,3
O=C(Nc1ccc(C(=O)N2CCCC2)cc1)C1CC1,-6,-4,-6,-7,-2,-1.4,0.3,5,2,1
CC(NC(=O)C1CCCN(S(=O)(=O)c2ccc(-n3cnnn3)cc2)C1)c1ccc(F)cc1 (centres undefined),-13,3,2,-6,-1,0.6,-2.6,-5,12,0
CCOc1ccc(C(=O)Oc2cc(C)[nH]c(=O)c2[N+](=O)[O-])cc1OCC,-2,6,-4,6,1,1.3,-2.4,1,3,-1
CSc1ccc(/C=C(\C#N)C(=O)NC2CCCCC2)cc1,9,-4,1,-2,-1,-0.9,-0.3,-9,-4,-3
# Further structures follow:
SMILES,RTF Ca sens inh,Rtt109 HAT inh,Keap1-Nrf2 PPI,cardiac RTF act,CAL PDZ FP-1,C-LANA FP,CAL PDZ FP-2,SR-BI DiI-HDL act,PKA-R2B activ,DAGLB inh
CCOP(=O)(OCC)c1nc(-c2ccc(F)cc2)oc1NCc1ccccc1,-3,8,-3,3,-4,-1.1,-1.2,-11,-7,2
O=C(CN1CCN(Cc2ccc3c(c2)OCO3)CC1)NCC(F)(F)F,1,5,0,-4,-9,1.5,0.7,8,0,-1
CS(=O)(=O)N(CC(=O)Nc1ccc(Cl)c(Cl)c1)C1CCCCC1,-5,-10,1,-1,51*,0.2,15,-32,2,-3
S=C(NCCN1CCOCC1)N1CCN(c2cccc(Cl)c2)CC1,1,23,-6,-5,-2,-1.4,-1.8,6,-5,-2
Cc1ccccc1NC(=O)Cc1ccccc1,-5,6,-3,-1,70*,1.5,-2.0,-10,2,3
CC(C)C[C@H](NC(=O)N1CC(=O)Nc2ccccc21)C(=O)N1CCC[C@H]1C(=O)O,0,5,3,12,0,-0.5,-0.6,8,4,-2
N#Cc1nc(-c2ccccc2F)oc1NCCc1ccccc1,1,-1,8,-6,0,-1.6,-1.2,2,-2,-4

# Reformatted: results already given.
# Order of results – RTF Ca sens inh, Rtt109 HAT inh, Keap1-Nrf2 PPI, cardiac RTF act, CAL PDZ FP-1, C-LANA FP, CAL PDZ FP-2, SR-BI DiI-HDL act, PKA-R2B activ, DAGLB inh
O=C(CN1CCN(Cc2ccc3c(c2)OCO3)CC1)NCC(F)(F)F
  1, 5, 0, -4, -9, 1.5, 0.7, 8, 0, -1
CS(=O)(=O)N(CC(=O)Nc1ccc(Cl)c(Cl)c1)C1CCCCC1
  -5, -10, 1, -1, 51*, 0.2, 15, -32, 2, -3
